Kir21 inh: blocks the mouse Kir2.1 inward-rectifier potassium channel | P35561 | HEK293-Kir2.1, FluxOR thallium flux fluorescence; active compounds read low | B-score at 10 µM | 310,000 compounds, 0.85% hits | AID 1672;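 active = fluorescence ratio B-score at or below minus 3 SD of library scores, with starting-brightness B-score within 2 SD, cut at about -4.2 in these data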;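 also: channel flux triggered by added potassium and thallium sulfate stimulus; B-score of peak minus minimum fluorescence over baseline after thallium stimulus; more negative B-score means stronger Kir2.1 block with less thallium influx; some compounds called inactive have numbers as strong as hits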
KCNQ2 inh: KCNQ2 channel blockers in CHO-K1 cells – cell-based, FluxOR thallium flux, B-score, primary screen (AID 2156); 20 min; active compounds read low; 310,000 compounds, 1.1% hits; B-score at 10 µM; O88943;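 active = fluorescence ratio B-score at most minus 3 library SDs, with starting brightness B-score within 2 library SDs, cut at about -5.5 in these data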
Target sequence (O88943 whole entry, looked up): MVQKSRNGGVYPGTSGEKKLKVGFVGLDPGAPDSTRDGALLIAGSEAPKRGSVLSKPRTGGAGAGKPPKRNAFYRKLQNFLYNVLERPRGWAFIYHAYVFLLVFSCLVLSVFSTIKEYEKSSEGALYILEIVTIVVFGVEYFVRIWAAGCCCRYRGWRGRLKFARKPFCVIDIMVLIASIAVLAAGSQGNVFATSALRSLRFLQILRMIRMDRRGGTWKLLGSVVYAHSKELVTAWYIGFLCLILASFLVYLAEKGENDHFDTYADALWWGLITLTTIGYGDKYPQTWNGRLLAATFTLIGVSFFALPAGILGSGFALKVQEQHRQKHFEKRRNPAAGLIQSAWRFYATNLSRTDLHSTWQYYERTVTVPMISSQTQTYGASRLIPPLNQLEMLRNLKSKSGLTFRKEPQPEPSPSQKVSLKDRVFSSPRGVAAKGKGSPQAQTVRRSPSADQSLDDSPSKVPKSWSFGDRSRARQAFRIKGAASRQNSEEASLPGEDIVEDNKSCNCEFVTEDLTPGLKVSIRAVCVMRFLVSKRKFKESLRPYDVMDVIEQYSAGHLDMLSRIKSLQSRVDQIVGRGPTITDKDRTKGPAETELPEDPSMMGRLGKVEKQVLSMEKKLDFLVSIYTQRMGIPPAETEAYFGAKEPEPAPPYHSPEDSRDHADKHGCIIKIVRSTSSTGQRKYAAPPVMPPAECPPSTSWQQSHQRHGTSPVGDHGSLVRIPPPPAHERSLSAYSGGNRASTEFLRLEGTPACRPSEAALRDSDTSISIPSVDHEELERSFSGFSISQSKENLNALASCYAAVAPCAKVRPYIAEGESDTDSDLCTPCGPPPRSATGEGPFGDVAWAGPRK
An asterisk follows results filed as active; i = inactive.

SMILES	Kir21 inh	KCNQ2 inh
Cc1ccc(N2CC(=O)Nc3c(oc4nc(-c5ccccc5)cc(C)c34)C2=O)cc1	0.03	i
O=C(Cn1c(=O)c2c(ncn2Cc2ccccc2)n(Cc2ccccc2)c1=O)N1CCc2ccccc21	1.36	i
CN(C)c1ccc(/C=C2\C(=N)N3C(=NC2=O)Sc2cc(S(C)(=O)=O)ccc23)cc1	-0.95	i
Cc1cc(S(=O)(=O)N2CCOCC2)ccc1OCC(=O)Nc1ccc(F)cc1F	0.63	i
O=C(c1ccc2c(c1)OCO2)N1CCC2(CC1)Oc1ccc(F)cc1C(=O)C21CC(c2cccnc2)=NO1 (stereo not drawn)	0.71	i
O=c1c2ccccc2cnn1Cc1n[nH]c(=S)n1-c1ccccc1Cl	0.14	i
COc1ccc(S(=O)(=O)N2CCCOC2CNC(=O)C(=O)NCc2ccco2)cc1C (stereo not drawn)	-1.05	i
O=C(CCN1C(=O)c2ccccc2C1=O)N1CCN(C(=O)c2ccccc2)CC1	-0.03	i
Cc1ncoc1C(=O)N1CCCC(C(=O)c2cccc3ccccc23)C1 (stereo not drawn)	-0.45	i
CC(C)c1[nH]nc2c1C(c1ccco1)C(C#N)=C(N)O2 (stereo not drawn)	-0.65	i

Next part (two carried over from the part before).
SMILES	Kir21 inh	KCNQ2 inh
Cc1ncoc1C(=O)N1CCCC(C(=O)c2cccc3ccccc23)C1 (stereo not drawn)	-0.45	i
CC(C)c1[nH]nc2c1C(c1ccco1)C(C#N)=C(N)O2 (stereo not drawn)	-0.65	i
O=C(/C=C/c1ccc(O)cc1)c1ccc(O)cc1O	-2.06	i
CCC(=O)c1c[nH]c(C(=O)NCCCN2CCOCC2)c1	0.26	i
COc1cc(/C=N/NC(=O)c2cc(C3CC3)[nH]n2)cc(OC)c1OC	1.44	i
O=C(NCCN1CCOCC1)C(=O)c1c[nH]c2ccccc12	-0.14	i
Nc1c(C(=O)c2ccccc2)sc2c1c(=O)[nH]c(=O)n2-c1ccccc1	1.96	i
c1ccc(Nc2cc(-c3ccccc3)nc3ncnn23)cc1	0	i
COc1cccc(OCc2cc(/C=N/NC(=O)c3ccn[nH]3)ccc2OC)c1	-0.17	i
COc1cc(-c2nc(C(=O)NC3CCCCC3)cc3c2[nH]c2ccccc23)cc(OC)c1OC	0.57	i
CCOC(=O)NC(NC(=S)Nc1ccccc1[N+](=O)[O-])C(Cl)(Cl)Cl (stereo not drawn)	1.49	i
C=Cc1c(C)c2cc3[nH]c(cc4nc(cc5nc(cc1[nH]2)C(C)=C5CCC(=O)O)C(CCC(=O)O)=C4C)c(C)c3C=C	0.72	i
CCOc1ccc(CC(=O)Nc2c(C(=O)Nc3ccccc3)oc3ccccc23)cc1OCC	-0.13	i
CCN(CC)S(=O)(=O)c1cccc(NC(=O)c2cncc(Br)c2)c1	-0.39	i
COc1ccc(Cl)c2sc(N3CCN(C(=O)c4ccco4)CC3)nc12	0.54	i
CC(C)c1ccccc1NC(=O)COC(=O)CCN1C(=O)/C(=C\C=C\c2ccccc2)SC1=S	1.07	i
COc1ccc(OC)c2[nH]c(=O)c(CCNC(=O)c3ccc(Br)o3)cc12	-0.21	i
CCSc1nc2nc(C)cc(C)n2n1	-1.08	i
C=CCNC(=S)Nc1c(C(=O)OC)[nH]c2cc(OC)ccc12	3.13	i
COc1ccc(C2C(=O)N(CCc3ccccc3)CC(=O)N2C2CCCCC2)cc1 (stereo not drawn)	-0.51	i
O=C(/C=C/c1ccc([N+](=O)[O-])cc1)NCCOc1ccc(F)cc1	0	i
Cc1ccc(F)cc1NC(=O)N1CCCN(c2ccc(C(F)(F)F)cn2)CC1	-0.68	i
COc1ccc(C(=O)c2cc3cccc(OC)c3o2)cc1	2.78	i
COCc1cc(=O)[nH]c(/N=C(\N)Nc2ccc(Cl)c(Cl)c2)n1	-0.85	i
COc1ccc(CNC(=O)CN2CCN(S(=O)(=O)c3cccs3)CC2)cc1OC	-0.31	i
COC(=O)c1ccccc1NC(=O)CN(c1cc(OC)ccc1OC)S(C)(=O)=O	-0.01	i
COc1ccc(C(=O)NCc2ncccc2C)cc1OC1CCN(C(C)=O)CC1	2.73	i
COc1ccc(CNC(=O)COC(=O)c2n[nH]c3ccccc23)cc1	1.04	i
Cc1ccc(S(=O)(=O)NCCNC(=O)CN2CCOCC2)cc1	0.44	i
Nc1c(-c2ccccn2)cnn1-c1nc(-c2ccc(F)cc2)cs1	1	i
O=C1CCCCCC1C1(O)C(=O)Nc2ccc(Br)cc21 (stereo not drawn)	0.2	i
CCS(=O)(=O)c1ccc2oc(Nc3ccc(OC)c(OC)c3)nc2c1	-0.44	i

In the list so far, these have a thiophene ring, fused or not:
SMILES	Kir21 inh	KCNQ2 inh
Nc1c(C(=O)c2ccccc2)sc2c1c(=O)[nH]c(=O)n2-c1ccccc1	1.96	i
COc1ccc(CNC(=O)CN2CCN(S(=O)(=O)c3cccs3)CC2)cc1OC	-0.31	i

(listing goes on)
SMILES	Kir21 inh	KCNQ2 inh
Cc1cc(NS(=O)(=O)c2ccc(NC(=O)c3cc4c(=O)n5ccccc5nc4s3)cc2)nc(C)n1	0.99	i
COc1ccc(C(C)(C)C)cc1NC(=O)c1c(C)noc1C	0.83	i
COc1ccc2[nH]cc(S(=O)(=O)c3ccc(C)cc3)c2c1	0.03	i
CC12CN(C(=O)c3ccco3)CC(c3ccccc3)(CN(C(=O)c3ccco3)C1)C2=O	0.75	i
O=C1OCc2ccc(NC(=O)C3CC3)cc21	0.72	i
Cc1cccnc1NC(=O)C1c2ccccc2Oc2ccccc21	0	i
NS(=O)(=O)c1ccc(N2CCCC2=O)c([N+](=O)[O-])c1	-0.63	i
Cc1cc(C)cc(N(CC(=O)NC2CCC(C)CC2)S(=O)(=O)c2c(C)[nH]c(=O)[nH]c2=O)c1 (stereo not drawn)	2.96	i
CCOC(=O)N1CCC(NS(=O)(=O)c2cc3c(cc2C)NC(=O)CO3)CC1	1.74	i
CC1(C)CC(=O)C(C=Nc2ccc3c(c2)OCO3)=C(O)C1	0.03	i
COc1cc(C)c(S(=O)(=O)N2CCCC2)cc1C(C)C	-4.42*	i
N#C/C=C/C(=C\Nc1ccc(Cl)cc1)S(=O)(=O)c1ccccc1	-0.76	i
O=C1C=C(NCc2ccco2)C2(CCCCC2)O1	-1.65	i
CCOc1ccc(NC(=O)C2CC(=O)N3CCCN=C3S2)cc1 (stereo not drawn)	0.07	i
Cc1cc(C)c(-c2nc3ccccc3s2)[nH]1	-1.35	i
CCNc1nnc(-c2ccccc2OC)s1	-1.18	i
Cc1ccc(/C(O)=C/c2nc3cc(C)ccc3oc2=O)cc1	0.57	i
CC(=O)NC12CC3CC(C1)CC(C(=O)N1CCN(S(=O)(=O)c4ccc(Cl)s4)CC1)(C3)C2	-0.69	i
CCOC(=O)c1c(Nc2ccccc2OCCOC)n[nH]c1C	-0.85	i
CCCCN(C(=S)Nc1ccc(F)cc1)c1c(N)n(CCC)c(=O)[nH]c1=O	0.72	i
COc1ccc(CCC(C)NC2CCCCCCC2)cc1 (stereo not drawn)	-2.83	i
CC(C)COc1ccccc1C(=O)NC(CO)C(=O)O (stereo not drawn)	0	i
CCc1ccc(CN(C)C(=O)C2CCC(=O)N(CCc3ccc(OC)cc3)C2)nc1 (stereo not drawn)	0.07	i
COC(=O)c1cc(=O)cc(C(=O)OC)o1	-1.72	i
CCOC(=O)C1=C(C)NC(=O)NC1c1ccc(N(CC)CC)cc1 (stereo not drawn)	1.36	i
O=C(Cc1ccc(Br)cc1)N1CCCC1	-0.01	i
C1CNCCOCCNCCN1	0.61	i
C/C(=C/c1ccccc1)C(=O)N1CCN(c2ccccc2F)CC1	0.63	i
CC1=CC(C)C(C(=O)O)C(C(=O)N2CCN(C)CC2)C1 (stereo not drawn)	0.19	i
Cc1cccc(Nc2nc(N)nc(CN3CCN(c4ccccc4F)CC3)n2)c1	-1.54	i
CCn1c(=N)c(S(=O)(=O)c2ccc(C)cc2)cc2c(=O)n3ccccc3nc21	-1.33	i
Cc1nn(-c2ccc(N3CCOCC3)nn2)c(C)c1CCC(=O)Nc1ccccc1	0.3	i
COc1cc(NC(=O)CN(C)Cc2cccc(F)c2)c(C)cc1[N+](=O)[O-]	0.51	i
Cc1cc(NC(=O)CSc2nnc(C(C)N(C)C)n2-c2ccc(F)cc2)no1 (stereo not drawn)	0.01	i
COC(=O)NNC(=O)c1ccc(C)cc1	0.05	i
COc1ccc(CNC(=O)CCCC(=O)Nc2cccc(Br)c2)cc1	0.03	i
CCN(CC(=O)Nc1c(F)cccc1F)C(=O)/C=C/c1c(C)nn(-c2ccc(F)cc2)c1C	-1.65	i
CC(C)(C)NC(=O)COC(=O)CCC(=O)c1ccc(Cl)cc1	-0.87	i
Nc1nonc1-n1nnc(C(=O)N/N=C/c2ccccc2Cl)c1CN1CCOCC1	0.26	i
Cc1ccc(S(=O)(=O)N2CCC(C(=O)N[C@H](C(=O)NCc3ccco3)C(C)C)CC2)cc1	1.32	i
COc1cccc(C(C)NC(=O)Nc2cccc(C(F)(F)F)c2)c1 (stereo not drawn)	-0.05	i
N/C(Cc1ccc(Cl)cc1Cl)=N\OC(=O)Cc1ccccc1	0.13	i
Cc1cc2nc(C)n(CCCNC(=O)Nc3cccc4ccccc34)c2cc1C	1.38	i
COc1ccc(C2=NCCNC(C(F)(F)F)=C2)cc1	-0.81	i
COc1ccc(NC(=O)CCN2CCCC2)c(OC)c1	-0.49	i
O=C1CCN(S(=O)(=O)c2ccc(Cl)cc2)N1	0.48	i
O=C(OCc1c(Cl)cccc1Cl)c1cnccn1	0.11	i
COc1cccc(-c2nc(N3CCCCC3)c3ccccc3n2)c1O	0.68	i
CC(C)Nc1nc(Cl)nc(N(C#N)CN2C(=O)c3ccccc3C2=O)n1	-5.16*	i
Cc1c(Cc2ccccc2)c(=O)oc2cc(OCC(=O)N[C@@H](Cc3ccccc3)C(=O)O)ccc12	1.73	i

Profiles from above. Order of values: Kir21 inh | KCNQ2 inh
COc1cc(-c2nc(C(=O)NC3CCCCC3)cc3c2[nH]c2ccccc23)cc(OC)c1OC as listed: 0.57 | i
CCOc1ccc(CC(=O)Nc2c(C(=O)Nc3ccccc3)oc3ccccc23)cc1OCC as listed: -0.13 | i
O=C(/C=C/c1ccc(O)cc1)c1ccc(O)cc1O as listed: -2.06 | i

Arranged by molecular weight (highest first): three of the compounds above
SMILES	Kir21 inh	KCNQ2 inh
CC(=O)NC12CC3CC(C1)CC(C(=O)N1CCN(S(=O)(=O)c4ccc(Cl)s4)CC1)(C3)C2	-0.69	i
CCn1c(=N)c(S(=O)(=O)c2ccc(C)cc2)cc2c(=O)n3ccccc3nc21	-1.33	i
O=C1C=C(NCc2ccco2)C2(CCCCC2)O1	-1.65	i

The list goes on:
SMILES	Kir21 inh	KCNQ2 inh
O=C(N/N=C/c1cccc([N+](=O)[O-])c1)C1CC(=O)N(c2ccc(Cl)cc2)C1 (stereo not drawn)	2.22	i
Cc1ccc(C2c3[nH]c4ccccc4c3C[C@H]3C(=O)N(c4ccccc4C(=O)NCCCN4CCOCC4)C(=O)N23)cc1 (stereo partly drawn)	0.01	i
Nc1ccccc1-c1nnc(-c2ccc(-c3ccccc3)cc2)o1	0.24	i
COc1ccc(N2Cc3ccc(OC)c(OC)c3C2=O)cc1	0.93	i
Cc1ccc(NC(=S)Nc2c(C)n(C)n(-c3ccccc3)c2=O)cc1Cl	0.89	i
O=C(CSc1nc2c(sc3ccccc32)c(=O)n1CCCN1CCCC1)NCC1CCCO1 (stereo not drawn)	0.79	i
COC(=O)N/N=C/c1cc(Cl)cc(Cl)c1OCc1ccccc1	0.05	i
Cc1cccnc1NC(=S)NC(=O)c1oc2ccccc2c1C	0.73	i
COC(=O)N/N=C(\C)c1ccc(Br)cc1	-1.17	i
COc1cccc(CN2CCNC(=O)C2CC(=O)NC2CCOCC2)c1OC (stereo not drawn)	-1.34	i
c1ccc(-c2nccc3ccccc23)cc1	-0.73	i
CC1CCN(C(=O)N[C@@H](Cc2ccccc2)C(=O)O)CC1	0.88	i
O=C(CN1CCN(c2ccccn2)CC1)Nc1ccccc1Br	1.33	i
Fc1ccccc1-c1nc2ncccc2o1	1.57	i
COC(=O)N/N=C(\C)c1cccc(C(F)(F)F)c1	1.37	i
CCCCS(=O)(=O)N1CCCC(C(=O)Nc2ccc3c(c2)CCC3)C1 (stereo not drawn)	0.06	i
COc1ccc(CNC(=O)C2CCN(C(=O)c3ccco3)CC2)cc1	-0.04	i
COc1ccc(C(=O)Cn2nnc(-c3ccccc3F)n2)cc1	0.45	i
COc1ccc(O)c(CN2CCC(n3nccc3NC(=O)c3ccccc3Cl)CC2)c1	1.91	i
Cc1ccc(S(=O)(=O)Nc2cccc(N(C)S(C)(=O)=O)c2)cc1[N+](=O)[O-]	0.13	i
CC(C)n1ncc2c(C(=O)O)cc(C3CC3)nc21	0.63	i
NC(=O)C1=C[C@@H](c2csc3ccccc23)C[C@@H](OCc2ccc(CO)cc2)O1	-2.64	i
CCN(CC)CCN(C(=O)C1=COCCO1)c1nc2cc3c(cc2s1)OCO3	0.08	i
CCOC(=O)c1[nH]c2ccc(OC)cc2c1NC(=O)CCN1CCc2ccccc2C1	0.76	i
NC(=O)SCC(=O)Nc1cccc(Cl)c1	-0.89	i
Cc1[nH]n(-c2ccccc2)c(=O)c1C=NCc1ccncc1	-0.06	i
COc1ccc(S(=O)(=O)N2CCCC(C(=O)NC3CCCCC3)C2)cc1 (stereo not drawn)	0.47	i
N#C/C(=C\c1ccccc1C(F)(F)F)C(=O)Nc1ccccc1	0.09	i
COc1ccc(CCNC(=O)CCNC(=O)c2ccco2)cc1OC	1.35	i
CC(=O)NC(CCS(C)(=O)=O)C(=O)Nc1cc(C)ccc1C (stereo not drawn)	0.53	i
CC(NCc1ccccc1O)c1ccccc1 (stereo not drawn)	-1.74	i

Screening data as filed in PubChem BioAssay.
